Compound activity deposited in PubChem BioAssay by National Center for Advancing Translational Sciences (NCATS).
TRb SRC2 PPI = TRbeta-SRC2 interaction inhibition; Potency, µM (highest dose often 106 µM), for inactives: top-dose activity change, negative = inhibition, actives largely listed as inhibitors; AID 1469; TRbeta-SRC2 peptide binding, fluorescence polarization; receptor liganded with 1 µM T3; P10828; hit rate 0.065% among 280,000;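 note: plate controls were bound peptide for no effect and peptide without receptor for full effect; nearly all actives have a fitted effect of over 50% in size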
Target sequence (P10828 whole entry, looked up): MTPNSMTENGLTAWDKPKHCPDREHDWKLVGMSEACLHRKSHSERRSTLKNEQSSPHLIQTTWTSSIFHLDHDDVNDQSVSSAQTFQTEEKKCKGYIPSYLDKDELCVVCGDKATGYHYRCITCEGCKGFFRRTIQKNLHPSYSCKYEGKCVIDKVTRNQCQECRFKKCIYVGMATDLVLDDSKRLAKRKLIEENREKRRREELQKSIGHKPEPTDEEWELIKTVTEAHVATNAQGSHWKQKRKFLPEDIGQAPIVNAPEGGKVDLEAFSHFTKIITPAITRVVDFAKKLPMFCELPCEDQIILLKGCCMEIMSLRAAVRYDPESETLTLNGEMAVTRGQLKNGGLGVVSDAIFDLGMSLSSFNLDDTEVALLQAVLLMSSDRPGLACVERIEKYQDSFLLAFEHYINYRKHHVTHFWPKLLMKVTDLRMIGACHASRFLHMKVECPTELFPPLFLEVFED
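Fluorescence polarization of 20 nM Texas Red SRC2 peptide with 0.6 uM human TRb ligand-binding domain, in Tris buffer with 1uM T3 and 5% DMSO. Incubated 5 hr ambient; normalized to unbound and bound controls.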
Tau fibril ThT = tau fibrillization inhibition (ThT binding); P10636; recombinant tau K18 P301L, heparin-induced fibrillization, ThT fluorescence; Potency, µM (top dose mostly 57.4 µM), without a hit: at the top dose activity, negative = inhibition, usual class: inhibitors; hit rate 2.1% among 270,000; AID 1460; note: % is set by controls: 0 for no effect and ±100 for the full control effect; nearly all actives have a fitted effect of over 55% in size
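Heparin-induced fibrillization of the P301L-mutant K18 repeat-domain fragment of human tau was followed by ThT binding in quantitative high-throughput format.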
Tau FP inhib = tau fibrillization inhibition (FP). P10636. K18 P301L tau heparin fibrillization, Alexa594 FP, 6 h. Potency, µM (titrated, usually from 57.7 µM), inactives show at the top dose activity, negative = inhibition, hits mostly inhibitors. hit rate 0.39% among 280,000. AID 1468; note: % is set by controls: 0 for no effect and ±100 for the full control effect; nearly all actives have a fitted effect of over 55% in size
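Read-out: fluorescence polarization of Alexa 594-labeled tau (0.24 uM), 555 nm excitation, 632 nm emission. Mixtures held 15 uM unlabeled K18 P301L, compound and 20 uM heparin, pH 7 acetate buffer, incubated 6 hr at 37 C.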
HTT cytoprotect = protects HTT-Q103 PC12 cells, measured by ATP; PC12 HTT-Q103 induced, cytoprotection, ATP luminescence, 40 h; Potency, µM (titrated, usually from 56.4 µM), without a hit: cytoprotection (ATP increase), most hits filed as activators; hit rate 0.14% among 230,000;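 note: % of control where 0% means no effect; nearly all actives have a fitted effect of over 45% in size; toxic huntingtin expression switched on by the ecdysone agonist tebufenozide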
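PC12 cells stably carrying ecdysone-inducible Htt exon 1 (Q103)–GFP were induced with 100 nM tebufenozide (final) alongside library compounds in a dose series. Cytoprotection was scored as retained ATP by ATPlite luminescence.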
Tau fluor counter = counter-screen for tau fibril formation inhibitors; tau K18 P301L Alexa594 fluorescence, heparin fibrillization; Potency, µM (highest dose often 57.7 µM), inactives show at the top dose activity change, negative = decrease; hit rate 0.93% among 280,000; note: % is set by controls: 0 for no effect and ±100 for the full control effect; nearly all actives have a fitted effect of over 55% in size
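Human tau K18 P301L (15 uM unlabeled, 0.24 uM Alexa 594-labeled) in 100 mM sodium acetate pH 7 with 20 uM heparin, 6 hr at 37 C. ThT 30 uM added, 1 hr ambient; Alexa 594 FP and total fluorescence read at 555/632 nm.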
TR SRC2 fluor cs = counter-screen for TRb-SRC2 inhibitors: fluorescence interference. TRb/SRC2 Texas Red total fluorescence interference. hit rate 0.29% among 280,000. Potency, µM (top dose mostly 106 µM), for inactives: top-dose fluorescence change, negative = quenching; active = well fitted curve in either direction with a large enough effect; inconclusive = small, poorly fitted or top-dose-only effect; note: % is set by controls: 0 for no effect and ±100 for the full control effect
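Human TRβ ligand-binding domain (0.6 uM) and Texas Red SRC2 peptide (20 nM) in Tris buffer with 1 uM T3 and 5% DMSO were incubated with pinned compound for 5 hr at ambient temperature. Total fluorescence was computed as S + 2P (555/632 nm).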
L3MBTL1 block = inhibitors of human L3MBTL1 | Q9Y468 | AlphaScreen L3MBTL1–H3K9me1 peptide binding | Potency, µM (doses to about 57.1 µM), without a hit: at the highest dose activity, negative = inhibition, actives largely listed as inhibitors | hit rate 0.66% among 230,000 | AID 485360; note: % is set by controls: 0 for no effect and ±100 for the full control effect; nearly all actives have a fitted effect of over 60% in size
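L3MBTL1 50 nM + b-AHA-H3(1-15)K9me1 75 nM, 30 min RT; compound added, 30 min RT; streptavidin donor/Ni-chelate acceptor beads 10 ug/mL each final, 30 min RT dark; AlphaScreen read.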
RECQ1 inh = RECQ1 (human) helicase inhibition; hit rate 0.54% among 240,000; P46063; Potency, µM (highest dose often 57.3 µM), without a hit: at the highest dose activity, negative = inhibition, actives largely listed as inhibitors; RECQ1 DNA unwinding, red fluorescence kinetic read;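 note: plate controls were vehicle for no effect and no enzyme for full effect; nearly all actives have a fitted effect of over 30% in size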
Target sequence (P46063 whole entry, looked up): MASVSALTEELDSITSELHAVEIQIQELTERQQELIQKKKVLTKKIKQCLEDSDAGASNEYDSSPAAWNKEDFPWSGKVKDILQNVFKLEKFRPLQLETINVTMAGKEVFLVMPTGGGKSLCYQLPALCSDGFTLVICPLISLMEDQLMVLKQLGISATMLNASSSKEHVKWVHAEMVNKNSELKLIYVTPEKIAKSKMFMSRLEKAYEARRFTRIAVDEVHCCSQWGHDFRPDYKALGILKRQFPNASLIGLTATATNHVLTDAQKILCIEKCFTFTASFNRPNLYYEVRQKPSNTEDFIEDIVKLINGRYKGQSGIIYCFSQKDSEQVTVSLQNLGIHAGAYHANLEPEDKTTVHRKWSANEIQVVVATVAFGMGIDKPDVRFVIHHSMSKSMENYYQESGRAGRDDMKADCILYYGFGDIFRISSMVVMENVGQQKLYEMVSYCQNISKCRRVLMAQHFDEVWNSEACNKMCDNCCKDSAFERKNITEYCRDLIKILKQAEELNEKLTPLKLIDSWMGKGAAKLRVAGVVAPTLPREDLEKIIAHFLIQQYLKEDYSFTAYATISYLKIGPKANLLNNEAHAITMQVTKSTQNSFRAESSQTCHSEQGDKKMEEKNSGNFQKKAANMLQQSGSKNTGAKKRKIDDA
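50 nM RECQ1T1 preincubated 15 min with compound in Tris pH 8.0 buffer with MgCl2, DTT, Tween-20 and 2.5 ug/ml poly(dI-dC); started with 200 nM TAMRA/BHQ-2 forked duplex and 2 mM ATP. Unwinding read as fluorescence (525/598 nm), two reads 2 h apart.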
An asterisk follows results filed as active; i = inactive; ? = inconclusive; · = no result given; & = joins results of further samples; [ ] = another dose, or the depositor's remark. Unless noted, calls come from the whole dose curve; as a rule, active = well fitted curve in the direction sought with a large enough effect; inconclusive = small, poorly fitted or top-dose-only effect, or another doubt; inactive = no such curve, though single readings can be large; an effect the other way counts as inactive or inconclusive. Potency is the fitted concentration of half-maximal effect. An excerpt; the hit share may differ from the screen's.

structure	L3MBTL1 block	RECQ1 inh	Tau FP inhib	TRb SRC2 PPI	Tau fibril ThT	HTT cytoprotect	Tau fluor counter	TR SRC2 fluor cs
Cc1occc1-c1nnc(SCC(=O)Nc2nc(-c3ccccc3)cs2)o1	·	0%	0%	-2%	-8%	2%[10 µM]	-17%	-4%
CCC(Sc1nc2c(c(=O)[nH]1)CCC2)C(=O)Nc1cccc(OC)c1 (configuration not stated)	5%	-4%	7%	-11%	-5%	-5%[10 µM]	0%	1%
Cc1ccc(S(=O)(=O)c2c(C)nn(C(C)(C)C)c2OC(=O)C(C)C)cc1	·	i	-5%	1%	-15%	-26%	-7%	-2%
O=C(N/N=C/c1coc2ccccc2c1=O)c1cccc([N+](=O)[O-])c1	-5%	i	-1%	2%	-10%	-34%	-7%	-1%
CS(=O)(=O)N(CC(=O)NC1CCCCC1)Cc1ccc(F)cc1	3%[11.4 µM]	-3%	0%	0%	2%	10%	-1%	-2%
Cc1cccc2nc(-c3ccco3)c(Nc3ccc4c(c3)OCCO4)n12	·	-12%	9%	-7%	-16%	-13%	-22%	-3%
Nc1cc(=O)[nH]c(SCC(=O)Nc2cccc(Cl)c2)n1	·	-6%	0%	2%	1%	12%	-8%	-5%
Cc1ccc(C)c(N2CCN(C(=O)CSc3ccsc3[N+](=O)[O-])CC2)c1	?	-14%	8%	-5%	?	35%[10 µM]	?	1%
C=CCOc1ccc(Cl)cc1C(=O)O	-3%	-8%	4%	4%	2%	10%[1.9 µM]	6%	-2%
CCc1cccc2c(C(=O)CSc3nnc(-c4ccoc4C)n3C)c[nH]c12	-5%	3%	-6%	3%	-12%	-20%	-14%	-6%
CCOc1cc(NC(=S)NC)c(OCC)cc1NC(=O)c1ccc(OC)cc1	-17%	-9%	8%	7%[53 µM]	-15%	6%[10 µM]	-21%	1%[53 µM]
COc1cc(/C=C/C(=O)Oc2coc(CSc3ncccn3)cc2=O)cc(OC)c1OC	·	i	-16%	-2%	-17%	-1%	-17%	-2%
O=C(COc1ccccc1F)Nc1ccc2nc(SCc3ccccc3)sc2c1	·	·	?	3%	-15%	·	?	-23%
COc1ccc2c(C=Nc3c(C)n(C)n(-c4ccccc4)c3=O)c(O)n(Cc3ccco3)c(=O)c2c1	4%&-1%	-8%&-12%	15%&5%	1%&-7%	?	-14%&-16%	?	1%&-8%
CC(C)C(C(=O)NCc1ccco1)N(C(=O)CNS(=O)(=O)c1ccccc1)C1CCCC1 (configuration not stated)	-5%	-12%	5%	-13%	0%	-13%	-1%	0%
CC(NC(=O)COC(=O)Cn1cnc2ccccc2c1=O)C1CC2CCC1C2 (configuration not stated)	0%	4%	-6%	13%	3%	-5%[10 µM]	-6%	2%
Cc1ccccc1NC(=O)COC(=O)c1ccc(CSc2ccc(Cl)cc2)cc1	-10%	-1%	3%	7%	12%	-15%[10 µM]	10%	0%
CCOC(=O)c1cc(-c2ccc(F)cc2)n(CCC(=O)NCc2ccc(C)cc2)c1C	·	·	10%	2%	-14%	·	-16%	0%
O=S(=O)(c1ccc(Cl)c(NC(=S)N/N=C/c2c(F)cccc2F)c1)N1CCOCC1	3%	-10%	-14%	-2%	-9%	39%[10 µM]	-22%	-5%
Cc1cc(C(=O)CSc2nc3ccc(Cl)cc3[nH]2)c(C)n1CC1CCCO1 (configuration not stated)	·	-13%	-12%	-13%	?	-130%[inhibitor]	?	-1%
Cc1cc(Cl)ccc1NC(=S)NCc1ccc(S(N)(=O)=O)cc1	-10%	i	0%	10%[53 µM]	5%	?	0%	-1%[53 µM]
Cc1ccc2c(c1)COc1c3ccc(C(=O)N4CCCCC4)cc3nn1-2	·	i	-3%	-7%	?	3%[10 µM]	5%	-1%
Cn1nc(C(F)(F)F)c(-c2ccc(Br)cc2)c1NC(=O)Nc1ccc(F)cc1F	·	-14%	?	-2%	·	5%[10 µM]	?	-1%
Cc1ccc(NC(=O)CCC(=O)OCC(F)(F)C(F)F)cc1	·	-5%	-9%	-2%	-2%	12%	-7%	-7%
CCN(CC)CCn1c(=S)[nH]c2ncccc2c1=O	·	-15%	6%	1%	-10%	12%	-4%	-3%
Cc1cc(-c2ccc(C)c(S(=O)(=O)Nc3cccc(C#N)c3)c2)on1	·	·	-3%	2%	1%	·	-18%	-1%
O=C(O)c1ccc(CSc2nnc(-c3ccccc3Cl)n2-c2ccccc2)cc1	·	i	-1%	3%	-6%	25%	-5%	-5%
CC(C)(C)CC(=O)O/N=C(\N)c1ccccn1	1%	-2%	7%	17%	-1%	12%[10 µM]	1%	2%
NCCCCCc1nnc(SC/C=C/c2ccccc2)o1	10%	-2%	6%	-15%	-1%	7%[10 µM]	3%	0%
CCc1nnc(NC(=O)CSc2nccn2Cc2ccc(F)cc2)s1	·	·	-3%	-6%	-5%	·	-9%	1%

Full records, looked up by structure. Screens in order: L3MBTL1 block, RECQ1 inh, Tau FP inhib, TRb SRC2 PPI, Tau fibril ThT, HTT cytoprotect, Tau fluor counter, TR SRC2 fluor cs
Entry for NCCCCCc1nnc(SC/C=C/c2ccccc2)o1 → 10%, -2%, 6%, -15%, -1%, 7%[10 µM], 3%, 0%
Entry for CCOc1cc(NC(=S)NC)c(OCC)cc1NC(=O)c1ccc(OC)cc1 → -17%, -9%, 8%, 7%[53 µM], -15%, 6%[10 µM], -21%, 1%[53 µM]

Further records.
structure	L3MBTL1 block	RECQ1 inh	Tau FP inhib	TRb SRC2 PPI	Tau fibril ThT	HTT cytoprotect	Tau fluor counter	TR SRC2 fluor cs
Cc1ccc(C(=O)Nc2cc(Cl)ccc2Oc2ccccc2)cc1[N+](=O)[O-]	7%	5%	1%	10%	-2%	-5%[10 µM]	-3%	3%
CCc1c(C)sc(NC(=O)c2cccs2)c1C(N)=O	·	8%	-15%	6%	?	-21%[10 µM]	-19%	-4%
CCOC(=O)N1CCN(C(=O)CN(c2cccc(Cl)c2C)S(=O)(=O)c2ccc(C)cc2)CC1	·	·	8%	-1%	-6%	·	2%	-1%
N#Cc1ccc(-c2cccs2)nc1SCC(=O)Nc1cccc(C(F)(F)F)c1	·	·	?	1%	-4%	·	-28%	4%
Cc1c(NC(=O)CSc2nnc(-c3ccncc3)o2)c(=O)n(-c2ccccc2)n1C	-28%	-6%	5%	1%	-2%	-24%	0%	-2%
O=C(Nc1cnccn1)Nc1cccc(Cl)c1Cl	·	-2%	-8%	-4%	-9%	?	-6%	-9%
Cc1ccnc(NC(=O)CCC(=O)N(CC(=O)NCC2CCCO2)Cc2ccc(F)cc2)c1 (configuration not stated)	1%	-6%	-4%	4%	-17%	-5%[10 µM]	-11%	-1%
COCCN(C(=O)CN1CCCc2ccccc21)c1c(N)n(Cc2ccccc2)c(=O)[nH]c1=O	2%	9%	-8%	-10%	-18%	2%	-9%	6%
Cc1ccc2nc(N=C(N)N)nc(C)c2c1	8%	12%	11%	-10%	-3%	15%	4%	2%
CCCC(=O)N1CCN(c2nc(CC(C)C)c3c(c2C#N)CCC3)CC1	-1%	6%	2%	3%	?	-41%[inhibitor]	-7%	-2%
CN1CCc2c(sc3c2c(NCc2ccco2)nc2nnnn23)C1	1%	-8%	?	12%	?	12%	7%	0%
CC(=O)c1cc(CN2CCC(N3CCC(C(=O)NC(C)C)CC3)CC2)cs1	1%	6%	-7%	2%[53 µM]	-8%	-4%[10 µM]	-14%	0%[53 µM]
Cc1c(Cl)cccc1NC(=O)c1cccc(NC(=O)CCC(=O)O)c1	·	i	7%	4%	-10%	-5%	-2%	0%
Cc1ccc(N/C(N)=N/c2nc(C)cc(N3CCCCC3)n2)c(C)c1	-7%	i	4%	-1%	-1%	-44%[inhibitor]	3%	-1%
Cc1cc(OCCn2cc(C(=O)c3cccs3)c3ccccc32)ccc1Cl	·	·	?	-6%	10%	·	-25%	6%
CCCC(O)(CCN1CCOCC1)c1ccc(Br)cc1 (configuration not stated)	2%	-8%	-7%	5%	2%	-52%[inhibitor]	2%	3%
C#CCOCCOCCOCCNc1nc(N2CCN(C(=O)[C@H]([C@@H](C)CC)n3cc(CCC(=O)O)nn3)CC2)nc(N2CCN(C(=O)[C@H](C)n3cc(CCCN=C(N)N)nn3)CC2)n1	11%	i	-1%	3%	-7%	·	-7%	1%
COc1cc(C(C)=O)ccc1OCC(=O)NCC1(N2CCCCC2)CCCCC1	·	-6%	-3%	3%	-10%	-10%	-15%	-5%
O=C(CCc1c[nH]c2ccccc12)NCc1ccco1	-7%	-5%	9%	-4%	-8%	15%[10 µM]	-6%	-2%
CC(C)(c1ccccc1)c1ccc(OCCN)cc1	5%	i	5%	6%	2%	-1%	-2%	-9%
O=C(c1ccc(Cl)c(S(=O)(=O)Nc2ccc(F)cc2)c1)N1CCN(c2ccccn2)CC1	-2%	-7%	1%	0%	-13%	-30%	-10%	1%
C=CCOc1ccc(/C=N/NC(=O)CN(c2cc(Cl)ccc2OC)S(=O)(=O)c2ccc(C)c([N+](=O)[O-])c2)cc1	-1%	9%	?	-1%	-1%	13%[10 µM]	-23%	-5%
CCCn1c(=N)n(CC(O)COc2ccccc2OC)c2ccccc21 (configuration not stated)	·	·	?	4%	-7%	·	3%	-5%
Cc1cc2ccccc2c(=O)n1CC(=O)NC1CCCCCC1	-4%	-5%	6%	-5%	-9%	-2%	0%	-5%
CCCN1Cc2cccc(C(=O)NC(C)c3cccs3)c2C1=O (configuration not stated)	·	i	5%	0%	-5%	8%	-4%	-3%
CN(Cc1ccccc1)c1nc2nonc2nc1N1CCCC(CN2CCCC2=O)C1 (configuration not stated)	39%[activator]	7%	-5%	-3%	?	9%[10 µM]	-26%	-4%
Cc1ccc(-c2nnc(SCCC(=O)N3CCOCC3)o2)cc1	13%	-4%	6%	1%	-18%	-114%[inhibitor]	-3%	-2%
